# Assay outcomes deposited in PubChem BioAssay by National Center for Advancing Translational Sciences (NCATS).
# Tau filament bind: qHTS Assay for Tau Filament Binding; Potency, µM (series often up to 57.1 µM), for inactives: at the highest dose activity change, negative = inhibition; AID 596, 2007; actives 2% (n = 71,000); recombinant tau filaments, thioflavin S fluorescence, 15 h; filaments grown with octadecylsulfate alongside compound;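 also: potency is read from the fitted curve at half-maximal effect; % is scaled to controls: 0 for no effect and ±100 for the full control effect; actives lower thioflavin S fluorescence by blocking filaments or displacing dye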
#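 Tau 2 uM in ThS buffer dispensed; compound added; 60 uM ODS added (finals 1 uM tau, 30 uM ODS); 15 h 37 C; fluor ex450/em510.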
# HBB splicing: qHTS Assay for Modulators of Hemoglobin Beta Chain Splicing; AID 925, 2007; HBB splicing reporter cell assay, activation; EGFP reporter with mutant IVS2-654 intron; response scale: normalised to 500 nM splice-correcting PNA; Potency, µM (top dose mostly 46.1 µM), without a hit: at the highest dose activation, most hits filed as activators; actives 0.06% (n = 65,000); also: potency is read from the fitted curve at half-maximal effect; 0% is about no effect
#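 Compounds were applied for 2 days to HeLa EGFP-654 cells, 500/well in Optimem with 2% FCS. The reporter's EGFP is disrupted by mis-splicing of beta-globin intron IVS2-654. Readout: summed well GFP fluorescence from 488 nm laser scanning; reference was 500 nM antisense […] 654 PNA.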
# GFP derepression: qHTS Assay for Epigenetic Modulators; mouse C127i GFP locus derepression, cytometry, 30 h; Potency, µM (doses to about 46.1 µM), for the others: at the top dose GFP derepression (activation); actives 0.09% (n = 68,000); AID 597, 2007; also: % of control where 0% means no effect
#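 Locus derepression in mouse mammary C127i cells whose integrated CMV-GFP reporter is normally silent; GFP expression after 30 h compound treatment was quantified by counting fluorescent cells.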
# ERK AVP block: qHTS Assay for Inhibitors of the ERK Signaling Pathway using a Homogeneous Screening Assay | HEK293-V1b, vasopressin-stimulated pERK AlphaScreen | Potency, µM (top dose mostly 57.5 µM), inactives show at the highest dose activity, negative = inhibition, actives largely listed as inhibitors | actives 0.99% (n = 72,000) | AID 995, 2007; also: potency is read from the fitted curve at half-maximal effect; % is scaled to controls: 0 for no effect and ±100 for the full control effect; nearly all actives have a fitted effect of over 55% in size
#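 Phosphorylated ERK1/2 detected via AlphaScreen bead proximity in lysates of V1b-expressing HEK293 cells given 25 nM vasopressin for 5 min after 30 min compound exposure (37 °C). AC50 from Hill equation; basal DMSO 0%, vasopressin 100%.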
# 15-hLO inh: qHTS Assay for Inhibitors of 15-hLO (15-human lipoxygenase); Polyunsaturated fatty acid lipoxygenase ALOX15 (Homo sapiens), P16050; purified 15hLO-1, xylenol orange hydroperoxide absorbance; Potency, µM (top dose mostly 57.1 µM), for inactives: at the top dose activity change, negative = inhibition, hits mostly inhibitors; actives 1.4% (n = 74,000); also: potency is read from the fitted curve at half-maximal effect; % is scaled to controls: 0 for no effect and ±100 for the full control effect; nearly all actives have a fitted effect of over 55% in size
# Target sequence (P16050 whole entry, looked up): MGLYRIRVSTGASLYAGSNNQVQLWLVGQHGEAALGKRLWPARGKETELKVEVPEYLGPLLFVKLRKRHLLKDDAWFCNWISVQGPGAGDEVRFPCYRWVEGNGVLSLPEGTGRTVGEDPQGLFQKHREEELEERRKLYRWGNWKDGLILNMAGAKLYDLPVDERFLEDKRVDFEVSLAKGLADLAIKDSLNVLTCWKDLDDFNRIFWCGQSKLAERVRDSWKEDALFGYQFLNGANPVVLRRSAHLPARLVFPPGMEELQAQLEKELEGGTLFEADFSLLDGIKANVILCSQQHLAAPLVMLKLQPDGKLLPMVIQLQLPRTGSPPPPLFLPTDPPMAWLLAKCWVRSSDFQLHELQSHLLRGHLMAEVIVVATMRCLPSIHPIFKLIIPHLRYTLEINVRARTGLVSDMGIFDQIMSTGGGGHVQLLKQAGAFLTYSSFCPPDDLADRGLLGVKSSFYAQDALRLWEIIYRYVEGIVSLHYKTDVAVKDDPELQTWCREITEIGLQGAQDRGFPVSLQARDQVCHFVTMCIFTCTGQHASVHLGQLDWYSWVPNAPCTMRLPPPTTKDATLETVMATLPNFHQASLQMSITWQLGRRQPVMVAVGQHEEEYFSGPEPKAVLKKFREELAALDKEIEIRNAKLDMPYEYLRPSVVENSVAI
#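 Purified human 15hLO-1 (40 nM final) in 25 mM Hepes pH 7.5, 0.01% Triton X-100 was preincubated with compound 15 min at room temperature, then reacted 6 min with 50 uM arachidonic acid; hydroperoxide detected by Fe-XO, 573/405 nm absorbance ratio.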
# CRE Fsk mod: Cell signaling CRE-BLA (Fsk stim); CHO CRE-bla reporter (cAMP response element driving beta-lactamase), forskolin EC10, beta-lactamase ratio; Potency, µM (doses to about 38.2 µM), for the others: at the top dose activity change, negative = inhibition, usual class: activators; actives 2.5% (n = 71,000); AID 662, 2007; active = well fitted activation curve with a large enough effect in the signal ratio, with a control signal flat, not every such curve was filed as active; inconclusive = small, poorly fitted or top-dose-only effect, or effect the other way, or a change in a side signal; the % refers to the signal ratio; also: potency is read from the fitted curve at half-maximal effect; % of control where 0% means no effect
#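 Beta-lactamase reporter under a cAMP responsive element in CHO cells; compounds tested in titration series against EC10 NKH 477, 3 h at 37 °C. Read-out: CCF4 FRET ratio 460nm/530nm (excitation 405nm) giving %Activity, fitted to AC50.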
# HADH2 inh: qHTS Assay for Inhibitors of HADH2 (Hydroxyacyl-Coenzyme A Dehydrogenase, Type II) | actives 3.4% (n = 73,000) | Potency, µM (highest dose often 57.1 µM), inactives show at the highest dose activity change, negative = inhibition, actives largely listed as inhibitors | recombinant HADH2, NADH fluorescence, beta-hydroxybutyryl-CoA | 3-hydroxyacyl-CoA dehydrogenase type-2 (Homo sapiens), Q99714; also: potency is read from the fitted curve at half-maximal effect; % is scaled to controls: 0 for no effect and ±100 for the full control effect; nearly all actives have a fitted effect of over 60% in size; many of its hits are not listed in these tables
# Target sequence (Q99714 whole entry, looked up, one chain of several): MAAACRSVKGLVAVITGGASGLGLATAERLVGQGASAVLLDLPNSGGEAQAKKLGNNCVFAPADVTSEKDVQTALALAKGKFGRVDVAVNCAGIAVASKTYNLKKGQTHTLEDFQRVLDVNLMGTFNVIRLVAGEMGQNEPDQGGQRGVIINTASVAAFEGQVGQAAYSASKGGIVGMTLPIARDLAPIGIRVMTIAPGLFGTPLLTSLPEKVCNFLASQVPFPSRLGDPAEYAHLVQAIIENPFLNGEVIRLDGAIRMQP
#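 Buffer 100 mM Tris-HCl pH 9.0/0.01% Tween-20; HADH2 20 nM; NAD+ 1 mM; beta-hydroxybutyryl-CoA 90 uM (all final). 15 min cpd preincubation, RT.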
# Pol III holo inh: qHTS Assay for Inhibitors of DNA Polymerase III Holoenzyme System; reconstituted DNA polymerase III holoenzyme replication, biochemical; Potency, µM (highest dose often 57.1 µM), inactives show at the highest dose activity change, negative = inhibition; actives 0.25% (n = 71,000); also: potency is read from the fitted curve at half-maximal effect; % is scaled to controls: 0 for no effect and ±100 for the full control effect
#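 Reconstituted *E. coli* holoenzyme (0.35 nM Pol III, 1 nM beta, 154 nM SSB, 2 nM primase) was preincubated with compound for 15 min at RT. Synthesis on 1.4 nM ssM13Gori ran 35 min, then was stopped with PicoGreen/EDTA and read as dsDNA fluorescence.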
# Hsp90 Hop PPI: qHTS Assay for Disrupters of an Hsp90 Co-Chaperone Interaction. AlphaScreen TPR2A-His6 binding biotin-Hsp90 C-terminal peptide. Potency, µM (top dose mostly 57 µM), for the others: at the highest dose activity change, negative = inhibition. actives 0.44% (n = 71,000). AID 595, 2007; active = well fitted curve in either direction with a large enough effect; inconclusive = small, poorly fitted or top-dose-only effect, or another doubt; also: potency is read from the fitted curve at half-maximal effect; % is scaled to controls: 0 for no effect and ±100 for the full control effect; many of its hits are not listed in these tables
# FLuc inh: qHTS Assay for Inhibitors of Firefly Luciferase | purified firefly luciferase, luminescence, 8 min | AID 411, 2009 | Luciferin 4-monooxygenase (Photinus pyralis), P08659 | Potency, µM (series often up to 57.1 µM), without a hit: at the highest dose activity change, negative = inhibition, most hits filed as inhibitors | actives 2.2% (n = 72,000); also: potency is read from the fitted curve at half-maximal effect; % is scaled to controls: 0 for no effect and ±100 for the full control effect; nearly all actives have a fitted effect of over 40% in size
#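 Titration-based qHTS; buffer 50 mM imidazole pH 7.2, 50 mM KCl, 7 mM MgCl2, 10 uM ATP, 0.01% Tween 20, 0.05% BSA; luciferase/luciferin detector mix added after compound; 8 min, ambient; luminescence.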
# UbGFP stabilizer: Ubiquitin-GFP Assay. Potency, µM (doses to about 45.9 µM), inactives show top-dose activation (GFP accumulation), usual class: activators. AID 526, 2006. 67,000 tested, under 10 active. Ubiquitin-GFP reporter cells, proteasome inhibition, GFP fluorescence; response scale: untreated = 0%, 10 µM MG-132 = 100%; active = well fitted activation curve with a large enough effect, not every such curve was filed as active; inconclusive = small, poorly fitted or top-dose-only effect, or another doubt; inactive = no such curve, though single readings can be large or run the other way; also: potency is read from the fitted curve at half-maximal effect
#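 GFP accumulation read-out: laser plate cytometry counting ubiquitin(G76V)-GFP-expressing U2OS cells after 4 hr compound exposure at 37 °C. Titrations spanned 46 uM to 2.9 nM; 0% = basal, 100% = 10 uM MG-132; concentration-response curves fitted.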
# * marks the source's active call; other numbers are inactive results; ? = inconclusive; . = not tested or not shown; & = joins results of further samples; [ ] = dose if it differs, or a comment. Unless noted, calls follow the shape of the dose curve; as a rule, active = well fitted curve in the direction sought with a large enough effect; inconclusive = small, poorly fitted or top-dose-only effect, or another doubt; inactive = no such curve, though single readings can be large; an effect the other way counts as inactive or inconclusive. Some of the compounds tested; the hit share may differ from the screen's.
SMILES	Tau filament bind	HBB splicing	GFP derepression	ERK AVP block	15-hLO inh	CRE Fsk mod	HADH2 inh	Pol III holo inh	Hsp90 Hop PPI	FLuc inh	UbGFP stabilizer
CN1CCN(CC#CC(C)(O)C2CC3C=CC2C3)CC1 (centres undefined)	13%	6.1%[1.84 µM]	-2%	12%	-20%	25%	13%	3%	0%	2%	-1%
O=C(NCCCN1CCC(Cc2ccccc2)CC1)C1CCN(S(=O)(=O)N2CCOCC2)CC1	5%	-1.6%	4%	5%	1%	-19%	0%	2%	0%	2%	-6%
CN(c1ccccc1C(=O)O)S(=O)(=O)c1ccc2c3c(cccc13)C(=O)N2	-9%	0.7%	3%	-22%	-6%	?	?	-27%	-1%	1%	-10%
COc1cc(C(=O)NCCC(=O)NCCCN2CCCCC2)cc(OC)c1OC	0%	0.1%[1.84 µM]	-2%	-6%	3%	6%	5%	-1%	-1%	5%	7%
COCc1nc2ccccc2n1CCOc1ccccc1OC	-5%	.	0%	-18%	1%	6%	-14%	2%	-3%	1%	9%
O=C1CCc2cc(S(=O)(=O)N3CCC(C(=O)NCCC4=CCCCC4)CC3)ccc2N1	155%	0.9%	4%	0%	?	6%	15%	0%	-1%	3%	-8%
CC(=O)N1CCC2(CC1)C(C#N)=C(N)Oc1n[nH]c(C)c12	-5%	.	2%	9%	2%	-2%	-18%	-9%	0%	-1%	2%
COc1ccc(C)cc1-n1c(SCC(=O)Nc2cc(C)on2)nc2sc(C)c(C)c2c1=O	64%	4.3%[0.369 µM]	0%	-26%	?	?	-19%	-7%	-12%	2%	.
COc1cccc(-c2nc(NCCNC(C)=O)c3ccccc3n2)c1	-3%	1.0%	2%[9.22 µM]	-4%	6%	?	9%	-2%	-1%	0%[2.29 µM]	8%
COC(=O)C1CCN(C(=O)c2cc(OC)c(OC)c(OC)c2)CC1	3%	0.8%	0%	17%	-4%	12%	1%	-1%	?	4%	0%
CN(C(=O)c1cnccn1)c1nnc(-c2cnccn2)s1	0%	.	-1%	-8%	7%	1%	-20%	-6%	-21%	1%	-1%
CSc1nc(C)cc(-n2cc(F)c(=O)[nH]c2=O)n1	-10%	-1.5%	-2%	-19%	1%	3%	-6%	1%	-3%	3%	12%
COc1ccc(N2CCN(c3oc(COc4ccccc4)nc3C#N)CC2)cc1	?	.	-1%	-1%	-6%	?	2%	-6%	13µM*	0%	-3%
Nc1nsc2ccccc12	0%	-2.0%	7%	-21%	-1%	?	?	1%	-1%	-1%	-2%
CS(=O)(=O)Nc1cccc(-c2ccc3ncnc(N4CCOCC4)c3c2)c1	4%	-3.7%	-3%[9.22 µM]	?	20%	?	8%	-1%	-5%	2%[2.29 µM]	10%
Cc1cc(C)nc(SCc2nc3ccccc3n2C)n1	10%	0.0%[57.5 µM]	4%	-5%	9%	?	3%	-6%	-2%	-7%	1%
CCCCNc1nc(SC)nc2nc[nH]c12	-2%[11.4 µM]	0.3%[9.22 µM]	0%[9.22 µM]	-14%[11.5 µM]	9%[11.4 µM]	?	-4%[11.4 µM]	7%[11.4 µM]	-4%[11 µM]	-1%[11.4 µM]	-4%[9.17 µM]
CSC1=C(C#N)C(c2ccc(Cl)cc2)C2=C(CC(C)(C)CC2=O)N1 (centres undefined)	71%[11.4 µM]	0.4%[0.0738 µM]	-2%	0%	?	?	?	-1%[11.4 µM]	-6%[11 µM]	-1%	5%[9.17 µM]
NCCSCCC(=O)O	1%[11.4 µM]	2.4%[9.22 µM]	0%[9.22 µM]	-11%[11.5 µM]	0%[11.4 µM]	2%[7.6 µM]	3%[11.4 µM]	-5%[11.4 µM]	0%[11 µM]	1%[11.4 µM]	-3%[9.17 µM]
CCOC(=O)C1=C(N)Oc2cc(C)n(C)c(=O)c2C1c1ccncc1 (centres undefined)	-8%	1.0%[57.5 µM]	0%	-10%	0%	9%	8%	-2%	-3%	1%	6%

# (list continues)
SMILES	Tau filament bind	HBB splicing	GFP derepression	ERK AVP block	15-hLO inh	CRE Fsk mod	HADH2 inh	Pol III holo inh	Hsp90 Hop PPI	FLuc inh	UbGFP stabilizer
CCOC(=O)C(C)(C)Oc1ccc(Cl)cc1	-10%	1.7%	1%	-14%	-7%	3%	10%	2%	-7%	1%	0%
Cn1c(=O)cc(-c2ccccc2)c2ccccc21	18%	-0.1%	-3%	-11%	-7%	?	-11%	-3%	1%	0%	-6%
Cc1cc(=O)[nH]c2c1c(C)nn2-c1ccccc1	-3%	2.2%	0%	-30%	6%	30%	0%	-8%	-5%	0%	-5%
CC(=O)CCS(=O)(=O)c1ccc(C)c(C)c1	9%	-0.2%	2%	-3%	0%	?	-4%	-3%	-3%	3%	13%
CCOc1ccc(NC(=O)Cn2nnc(C(=O)NCc3ccccc3OC)c2N)cc1	76%	5.2%	0%	3%	-3%	6%	4%	4%	3%	0%	9%
NCCCCN	-4%	2.5%	2%	-1%&9%	8%&4%	-7%	-13%	-2%	3%	-6%	6%
O=C(c1ccc(COCC(F)(F)F)o1)N1CCCCCC1	0%	2.0%	-3%	21%	5%	8%	0%	-7%	-7%	-1%	-3%
O=C(CSc1nc2ccccc2c(=O)n1-c1ccc(Cl)cc1)c1ccco1	63%	-1.7%	0%	-3%	-19%	-3%	13%	2%	-4%	4%	-1%
CCC(C)NC(=O)c1cc(OC)c(OC)c(OC)c1 (centres undefined)	0%	-0.2%	1%	30%[activator]	-1%	14%	0%	-3%	4%	7%	12%
O=C(CCCN1CCC(c2ccccc2)C1)c1ccc2c(c1)OCCO2 (centres undefined)	19%	.	3%	-25%	-5%	-8%	-3%	-3%	-3%	0%	5%
Cc1ccc(-c2noc(CCC(=O)NCCN3CCN(Cc4ccccc4)CC3)n2)cc1	-9%	-1.1%	0%	17%	-7%	-12%	3%	-6%	0%	-4%	-12%
CCc1ccccc1NC(=O)c1cnc2scc(C)n2c1=O	26%	-0.8%	.	.	-14%	?	-1%	-13%	0%	-8%	-3%
Cc1cc(N2CCN(C(=O)c3ccco3)CC2)n2nc(-c3cccc(F)c3)cc2n1	76%	.	-1%	15%	-12%	1%	?	0%	2%	3%	4%
CC1CCN(CC(O)COc2ccc(F)cc2)CC1 (centres undefined)	-5%	0.1%	-2%	6%	3%	-3%	2%	0%	-5%	3%	-3%
CCC1CCCCN1C(=O)CSc1nnc(-c2ccc(Cl)s2)o1 (centres undefined)	0%	0.6%	4%	-4%	-11%	8%	-27%	-2%	-6%	-9%	-5%
Cc1cc(C)nc(N2CCC(C(=O)NCCc3ccc(F)cc3)CC2)n1	2%	.	-3%	3%	4%	-3%	14%	-1%	-1%	2%	-1%
CCn1cc(C(=O)NCc2ccco2)c(=O)c2cc(S(=O)(=O)N3CCC(C)CC3)ccc21	49%	0.0%[1.84 µM]	0%	-3%	-18%	-28%	6%	-8%	-5%	-1%	-3%
COc1ccc(CNC(=O)COC(=O)c2c[nH]c(=O)[nH]c2=O)cc1OC	3%	-0.1%[57.5 µM]	1%	4%	9%	-2%	-7%	4%	-2%	2%	3%
O=C(NCc1ccccn1)C1CCN(S(=O)(=O)c2ccccc2)CC1	-7%	-0.9%	4%	14%	2%	-7%	-4%	-4%	-2%	-1%	-9%
CN1CCC2(CC1)CCN(C(=O)c1cc(C(F)(F)F)cc(C(F)(F)F)c1)CC2	0%	3.0%	0%[9.22 µM]	-17%	2%	4%	-3%	-4%	4%	-1%[11.4 µM]	0%
